# Screens deposited in PubChem by several laboratories.
# STEP inh: inhibitors of human striatal-enriched phosphatase STEP; P54829; recombinant STEP, OMFP fluorogenic substrate, fluorescence; inhibition, % at 20 µM; 360,000 compounds, 0.25% hits; AID 588621;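 active means inhibition at 20 µM, scaled per plate between control wells, above about 37%, limit read from the data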;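 further: 0% = DMSO with enzyme and substrate and 100% = substrate only without enzyme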
#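 Material: STEP (striatal-enriched tyrosine phosphatase) enzyme, cell-free | Medium: 50 mM Bis-Tris pH 6.0 with 2.5 mM DTT and 0.005% Tween 20 | Read-out: Percent inhibition scaled to no-enzyme and uninhibited-enzyme controls, plate-pattern corrected | Signal: Fluorescence read at 480 nm ex / 540 nm em | Times: 20 min reaction, room temperature, in the dark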
# NadD inh: inhibitors of Staphylococcus aureus NadD; 360,000 compounds, 0.78% hits; inhibition, % at 20 µM; AID 602399; purified NadD enzyme, colorimetric absorbance read-out; in the data active means inhibition above about 26%; further: some compounds past the cut are filed as inactive
# LMPTP block: LMPTP (human) inhibition; recombinant LMPTP-A, OMFP fluorogenic substrate, fluorescence intensity; AID 651560; 360,000 compounds, 0.22% hits; inhibition, % at 20 µM; P24666;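 active means compounds that cut the enzyme signal by at least half of the control window in the single-dose screen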;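 further: plate controls were DMSO wells with enzyme plus substrate for no effect and substrate without enzyme for full effect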
#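 Material: LMPTP-A; amount: 0.625 nM enzyme; doses: single 20 µM dose; times: reaction 50 min, room temperature, dark; technique: fluorescence intensity of OMFP turnover product; benchmarks: no-enzyme and uninhibited controls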
# SKN-1 block: C. elegans SKN-1 inhibition; 360,000 compounds, 0.49% hits; inhibition, % at 21.8 µM; C. elegans VP596 Pgst-4::GFP/RFP ratio, acrylamide-induced, 24 h;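 active means interference check ratio from 0.5 to 1.5 plus GFP to RFP signal ratio inhibition reaching or exceeding a fixed threshold, cut at about 30% in these data, passing the limit was not always enough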; further: some compounds called inactive have numbers as strong as hits
# TbMetRS inhib: blocks T. brucei methionyl-tRNA synthetase activity. purified T. brucei MetRS, ATP depletion, Kinase-Glo luminescence. inhibition, % at 11.9 µM. 360,000 compounds, 0.4% hits. AID 624268;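 active means inhibition above a per-plate cutoff of the control wells' mean inhibition plus 3 SD, cut at about 5.5% in these data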;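 further: 0% = DMSO wells median and 100% = median of wells with control inhibitor compound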
#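 System: purified T. brucei MetRS enzyme / Detection: Kinase-Glo luciferase luminescence reporting remaining unconsumed ATP / Medium: HEPES buffer with MgCl2, KCl, DTT, spermine, BSA, pyrophosphatase / Replication: singlicate, one well per compound / Evaluation: percent inhibition relative to median high and low control wells / Schedule: 2 h aminoacylation at 25 °C after 15 min preincubation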
# DNMT1 inh: blocks human DNA methyltransferase DNMT1; inhibition (reported as % activation of signal), % at 10 µM; DNMT1 molecular beacon, Hinp1I cleavage, fluorescence; P26358; AID 588458; 360,000 compounds, 0.83% hits; in the data active means inhibition above about 50%
# Scp-1 inhibitor: blocks human Scp-1 phosphatase activity | 340,000 compounds, 0.88% hits | inhibition, % at 20 µM | Recombinant Scp1, phosphopeptide, malachite green phosphate absorbance | Q9GZU7;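 active means inhibition above about 50% at 20 µM, limit read from the data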;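 further: plate controls were DMSO wells with enzyme for no effect and wells lacking enzyme for full effect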
#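 System: SCP-1 catalytic domain; Reagent: Phospho 17-mer peptide substrate; Doses: one concentration, 20 µM, with 1.0% DMSO; Incubation: 45 min room-temperature reaction, 5 min colour, 30 min stabiliser; Signal: Phosphate-binding colour reagent, absorbance read at 630 nm.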
# Neddylation inh: blocks human cullin neddylation; P61081+Q13564; TR-FRET cullin neddylation, biochemical; calls only at 25 µM; 360,000 compounds, 0.58% hits; AID 651699; in the data active means inhibition above about 36%
# SUMO1 PPI mod: alters human SUMO1 binding to SIM partners | P63165 | 360,000 compounds, 0.33% hits | inhibition, % at 20 µM | SUMO1 binding to a labelled peptide, TR-FRET, 1 h | AID 602429; in the data active means inhibition above about 37%
# CendR NRP1 mod: NRP-1/CendR interaction modulation. O14786. 360,000 compounds, 0.85% hits. FAM-RPARPAR peptide binding to NRP-1, fluorescence polarization. AID 602438. inhibition, % at 25 µM;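 active means inhibition or corrected inhibition above about 18%, plus a signal ratio from 0.5 to 1.5, limit read from the data, passing the limit was not always enough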; further: strong numbers were not always called active
# Target sequence (O14786 whole entry, looked up): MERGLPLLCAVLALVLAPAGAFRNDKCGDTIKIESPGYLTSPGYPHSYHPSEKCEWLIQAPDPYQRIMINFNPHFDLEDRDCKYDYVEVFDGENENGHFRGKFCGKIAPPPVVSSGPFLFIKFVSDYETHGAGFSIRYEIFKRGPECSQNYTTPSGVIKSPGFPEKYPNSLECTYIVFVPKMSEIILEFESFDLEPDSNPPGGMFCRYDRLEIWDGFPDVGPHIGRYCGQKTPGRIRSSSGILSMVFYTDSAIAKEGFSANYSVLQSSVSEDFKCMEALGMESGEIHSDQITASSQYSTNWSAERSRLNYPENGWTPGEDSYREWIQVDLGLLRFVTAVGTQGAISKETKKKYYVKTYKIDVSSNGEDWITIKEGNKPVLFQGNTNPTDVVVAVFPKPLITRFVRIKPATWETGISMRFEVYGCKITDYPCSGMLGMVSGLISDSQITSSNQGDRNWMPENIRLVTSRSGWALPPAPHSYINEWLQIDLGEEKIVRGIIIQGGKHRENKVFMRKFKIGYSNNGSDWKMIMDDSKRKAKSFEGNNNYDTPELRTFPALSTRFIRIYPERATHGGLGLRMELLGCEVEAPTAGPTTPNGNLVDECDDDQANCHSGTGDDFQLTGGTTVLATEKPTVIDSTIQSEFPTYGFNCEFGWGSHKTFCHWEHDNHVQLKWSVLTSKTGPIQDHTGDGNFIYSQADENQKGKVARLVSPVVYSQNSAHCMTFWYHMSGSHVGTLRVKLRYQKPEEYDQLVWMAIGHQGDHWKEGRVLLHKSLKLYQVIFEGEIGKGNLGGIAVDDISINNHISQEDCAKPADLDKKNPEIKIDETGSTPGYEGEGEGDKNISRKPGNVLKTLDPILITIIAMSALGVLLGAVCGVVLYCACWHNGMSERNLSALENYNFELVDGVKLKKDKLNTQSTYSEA
# Numbers without * were called inactive; i = inactive; x = not tested or not shown.
# Screens in order – STEP inh	NadD inh	LMPTP block	SKN-1 block	TbMetRS inhib	DNMT1 inh	Scp-1 inhibitor	Neddylation inh	SUMO1 PPI mod	CendR NRP1 mod
1: CC(C)c1ccc(C(=O)Nc2cccnc2)cc1
 : 0.6	0.3	-1.3	-7.8	-0.9	2.3	3.0	i	5.2	-16.1
2: CC1(C(=O)NS(=O)(=O)c2ccccc2Cl)CCN1C(=O)CC1CCCC1 (centres undefined)
 : 0.5	-0.4	-0.4	-0.4	-0.3	0.1	x	i	2.4	-16.8
3: O=C(Nc1ccc2c(c1)CCC2)C1CCN(c2c3c(nc4ncnn24)CCC3)CC1
 : 4.3	5.5	0.3	20.7	0.9	-0.8	2.8	i	6.8	-2.4
4: COc1cccc(-c2nc(CS(=O)(=O)CC(=O)N3CCN(C4CCCCC4)CC3)c(C)o2)c1
 : 2.7	-2.5	-2.0	-6.4	0.7	-2.7	21.6	i	1.3	10.0
5: CC(C)(C)c1cc(C(=O)O)c(CN2CCCCC2)o1
 : -2.1	0.5	-2.6	-17.0	-0.5	2.8	5.2	i	-0.1	3.3
6: CCCn1c2ccccc2c2cnn(CC(=O)N3CCOCC3)c(=O)c21
 : 1.0	-5.0	-1.5	-6.6	-0.6	2.1	0.2	i	1.1	10.2
7: Nc1nc(=O)n(C2CC(O)C(CO)O2)cc1Cl (centres undefined)
 : 11.4	1.1	0.2	10.4	-0.2	-2.5	x	i	5.3	4.9
8: Cc1cccc(/C=N/NC(=O)c2cc3c(s2)-c2ccccc2CC3)c1
 : 1.1	6.7	3.3	15.9	-0.4	-6.2	-11.9	x	0.5	-2.0
9: O=c1c(Oc2ccccc2Br)c(C(F)(F)F)oc2c(CN3CCCC3)c(O)ccc12
 : 0.8	6.7	-0.5	-4.8	-0.6	-15.5	-7.0	i	-3.2	-1.4
10: C[N+]12CCCCC1C(COC(=O)c1ccc3c(c1)OCO3)CCC2 (centres undefined)
 : 2.0	21.4	-0.6	12.2	0.6	2.1	106.0*	i	0.5	0.7
11: CCn1c(SCC(=O)NNC(=O)c2ccc(OC)cc2)nnc1-c1ccco1
 : 0.5	2.8	-0.1	-0.5	0.2	-1.1	-2.2	i	-2.6	5.0
12: CCN(CC(=O)Nc1c(F)cccc1F)C(=O)c1cccc(-n2cnnn2)c1
 : -1.2	5.9	-0.7	24.2	-0.2	4.7	-2.0	i	-0.9	-6.1
13: CCOC(=O)C1=NN(c2ccc(C)cc2)C2(S1)SC(C(C)=O)=C(C)N2c1ccccc1 (centres undefined)
 : 3.4	8.7	3.4	2.4	-1.7	-10.0	7.6	i	-4.6	5.2
14: O=C1C=C(c2cccc3c2Oc2ccccc2S3)C[C@@H](c2ccc(Cl)cc2)C1
 : 8.7	1.1	4.7	6.9	-0.2	-0.2	-8.6	i	-13.3	29.2*
15: C#CCNC(=O)C1=C[C@H](C(C)(C)C)C[C@H](OCc2ccc(CO)cc2)O1
 : 3.1	-8.6	0.4	24.6	-0.2	1.1	-4.9	i	-2.0	2.4
16: COc1cc(Cl)ccc1OCc1cc(C(=O)N2C[C@H]3CC[C@H]2C3)no1
 : -0.8	-3.0	1.2	29.4	0.4	-0.2	-7.8	i	-1.0	3.1
17: O=C(CCn1cnnn1)Nc1ccc(Cl)c(Cl)c1
 : 2.1	-2.4	-0.3	10.0	0.3	-1.1	-6.9	i	-2.5	5.1
18: O=C(O)C1CSC2(CCN(Cc3ccccc3)CC2)N1 (centres undefined)
 : 1.4	-1.7	-0.2	-5.4	-0.3	-0.7	-4.3	i	2.6	4.3
19: O=C(NCc1ccccc1Cl)c1ccc(S(=O)(=O)N2CCCC2)cc1
 : 1.4	-5.9	-1.4	11.5	-0.2	-0.5	-4.6	i	1.3	7.0
20: CC(=O)c1cc2c(cc1NC(=O)CN(C)S(=O)(=O)c1cccs1)OCO2
 : -4.0	9.8	2.0	21.7	-0.4	-5.5	-5.7	i	-15.2	-13.0
21: COCCN1Cc2cccc(C(=O)N3CCN(c4cc(C)ccc4C)CC3)c2C1=O
 : 2.8	4.6	0.4	-2.5	0.5	-1.4	-8.5	i	-7.3	-0.8
22: N#Cc1ccccc1NC(=O)CC1c2ccccc2Oc2ccccc21
 : -3.6	-8.7	-0.2	-0.5	0.1	-4.3	-7.6	i	3.5	5.7
23: COc1ccc(Cn2ccnc2CO)cc1[N+](=O)[O-]
 : -4.8	28.2	5.1	5.9	-0.7	-4.2	-3.7	i	-1.2	4.8
24: CCN(c1ccccc1)S(=O)(=O)c1ccc2[nH]c(=O)c(=O)[nH]c2c1
 : -0.1	3.5	0.1	0.3	0.1	1.5	-4.4	i	3.7	11.0
25: O=C(Nc1cccc2ccccc12)C(=O)C1C(=O)Nc2ccccc21 (centres undefined)
 : 0.7	-1.4	0.3	5.1	0.3	4.1	-8.4	i	-12.9	-7.0
26: O=C(O)C(=Cc1ccccc1[N+](=O)[O-])c1ccc2c(c1)OCO2
 : 2.3	-3.3	-1.7	19.4	0.1	-0.8	x	i	-22.0	1.1
27: CCS(=O)(=O)c1ccc2c(c1)N(S(=O)(=O)c1ccccc1)CC(C(=O)O)O2 (centres undefined)
 : -1.4	-1.4	-2.9	-7.7	-0.3	5.3	-5.0	i	-2.9	-20.5
28: O=C(CN1CCN(S(=O)(=O)c2cccs2)CC1)N1CCCCC1
 : -0.3	0.7	-0.5	13.5	0.4	4.3	-6.9	i	4.0	-6.5
29: Cc1ccc(CC2S/C(=C(/C#N)C(=O)N3CCOCC3)N(c3ccccc3)C2=O)cc1 (centres undefined)
 : -2.3	-3.5	-1.0	-1.5	-0.4	0.2	1.2	i	-5.4	7.7
30: Cc1c(C2(O)CCCCC2)[nH]c2ccc(C#N)cc12
 : -1.5	-4.5	0.8	-4.5	-0.2	-1.6	7.9	i	4.3	11.5
31: CN(CC(=O)Nc1c(Cl)cccc1Cl)CC(=O)N(C)C1(C#N)CCCCC1
 : -3.4	1.6	-0.2	3.5	-0.2	-0.1	-9.5	i	2.4	19.9
32: O=C(Nc1cccs1)Nc1c(F)c(F)cc(F)c1F
 : 3.3	-6.2	-1.4	11.2	0.1	7.2	-13.1	i	-0.3	4.3
33: CN(CCc1cn[nH]c1)Cc1nc(Cc2ccccc2F)no1
 : 0.5	-2.8	-1.1	5.2	-0.3	7.3	-3.4	i	-0.2	-5.9
34: COc1ccc(OC)c(C2=NS(=O)(=O)N(C)C(C(=O)Nc3cccc(C(C)=O)c3)=C2)c1
 : 1.0	-6.6	2.0	-10.2	0.2	-6.5	-8.6	i	-25.7	5.0
35: CC1C(=O)N2CCCc3cc(S(=O)(=O)Nc4ccccc4F)cc1c32 (centres undefined)
 : -1.3	3.7	-0.1	-8.4	-0.1	2.4	-7.6	i	-2.4	2.6
36: Cc1cccc([N+](=O)[O-])c1C(=O)O
 : 5.4	0.8	-0.1	-2.5	0.1	8.1	20.6	i	-2.7	-1.4
37: Cc1c(CC(=O)N[C@@H](C)C(=O)O)c(=O)oc2cc3oc4c(c3cc12)CCCC4
 : 6.5	-3.9	-0.7	17.0	-0.1	0.2	-10.1	i	6.0	0.6
38: C/C(=N\NC(=O)c1ccccc1NC(=O)c1ccc(Cl)cc1)c1ccncc1
 : -3.2	4.1	-1.0	4.6	-0.2	-3.0	-2.7	i	-0.9	2.5
39: C[C@H]1CN([C@@H](C)CO)C(=O)CCCn2nncc2CO[C@@H]1CN(C)C(=O)c1ccc2ccn(C)c2c1
 : 0.6	2.2	-1.7	3.1	0.2	5.9	x	i	1.7	3.8
40: Cc1ccccc1C(=O)NC1CC2CCC(C1)N2Cc1ccccc1 (centres undefined)
 : 0.4	-1.2	-1.3	-9.6	-1.1	0.2	-4.5	i	-2.5	5.0
41: COc1ccc(S(=O)(=O)N2CCC(C(=O)NC3CC3)CC2)cc1
 : 5.2	-1.6	1.8	-5.9	-0.7	0.8	-3.6	i	-2.2	3.5
42: Cn1nnnc1SCC(=O)Nc1ccc(Br)cc1Br
 : -0.5	-2.8	-0.6	6.2	-0.3	1.4	-4.6	i	-1.8	-12.3
43: Cc1cc(C)n(-c2nc3ccccc3c(=O)n2OCCOc2ccccc2)n1
 : 0.1	-3.0	-1.9	-11.9	-1.2	-3.9	-6.7	i	0.5	2.2
44: CC(=O)c1c(C)[nH]c(C(=O)OCc2cccc(C)c2)c1C
 : -0.8	-1.5	-0.6	15.4	-0.2	-0.9	-6.4	i	3.4	-6.2
45: CCOC(=O)Cc1csc(NC(=O)Nc2cccs2)n1
 : 0.0	-1.4	-1.1	-14.3	1.0	-1.2	-1.6	i	-2.2	15.9
46: COc1cccc(/C=N/N2CCN(c3ccc(Cl)cc3)CC2)c1OC
 : 5.7	2.8	2.6	-3.0	-0.6	-1.5	-10.0	i	10.4	11.5
47: COc1cc(CNC(=O)OCC(C)C)cc(OC)c1OC
 : 2.1	3.4	-0.5	-9.6	-0.3	1.0	-15.4	i	-1.6	5.4
